Bioassay records from PubChem.
SMN2 splice up: enhancers of SMN2 splice variant expression | hit rate 2.8% among 210,000 | Potency, µM (top dose mostly 46.1 µM), for inactives: at the highest dose activity change, positive = activation, most hits filed as activators | AID 1458 | HEK293 SMN2-luciferase splicing reporter, luminescence, 30-36 h; note: % of control where 0% means no effect; nearly all actives have a fitted effect of over 55% in size
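qHTS luciferase splicing reporter: luminescence rises when SMN2 exon 7 is included in transfected HEK293 cells. Compound exposure lasted 30-36 h at 37C, with 4.5 mM final sodium butyrate as control, followed by a ONE-Glo read.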
TexasRed fluor: alters Texas Red total fluorescence, flagging assay interference; TRb/SRC2 Texas Red total fluorescence interference; AID 1479; Potency, µM (titrated, usually from 106 µM), for inactives: top-dose fluorescence change, negative = quenching; hit rate 0.29% among 280,000; active = well fitted curve in either direction with a large enough effect; inconclusive = small, poorly fitted or top-dose-only effect; note: % is set by controls: 0 for no effect and ±100 for the full control effect
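Flags fluorescent or light-absorbing compounds by total fluorescence, S + 2P, at 555 nm excitation and 632 nm emission. Mixture: 20 nM Texas Red SRC2 peptide, 0.6 uM human TRb LBD, 1 uM T3, 5% DMSO; compound exposure 5 h at ambient temperature.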
TRb SRC2 PPI: disrupts binding of human TR beta to SRC2; P10828; hit rate 0.065% among 280,000; Potency, µM (highest dose often 106 µM), for inactives: at the top dose activity change, negative = inhibition, usual class: inhibitors; TRbeta-SRC2 peptide binding, fluorescence polarization; receptor liganded with 1 µM T3;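 note: plate controls were bound peptide for no effect and peptide without receptor for full effect; nearly all actives have a fitted effect of over 50% in size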
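Human TRb ligand-binding domain (0.6 uM) is mixed with 20 nM Texas Red SRC2 peptide and 1 uM T3; after compound addition and 5 hr at ambient temperature, polarization is measured and normalized to unbound and bound controls.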
GoLoco inh red: blocks human Gai1 binding to RGS12 GoLoco peptide, red readout; P63096; Gai1:RGS12 GoLoco peptide FP, rhodamine, 10 min; Potency, µM (doses to about 61.6 µM), for inactives: at the top dose activity, negative = inhibition, hits mostly inhibitors; hit rate 0.44% among 230,000; AID 880; active = well fitted inhibition curve with a large enough effect, not every such curve was filed as active; inactive = no such curve, though single readings can be large or run the other way; note: % is set by controls: 0 for no effect and ±100 for the full control effect; nearly all actives have a fitted effect of over 30% in size; many of its hits are not listed in these tables
KDM4E inh: inhibitors of human JMJD2E histone demethylase; JMJD2E catalytic domain, FDH-coupled NADH fluorescence (FDH is formaldehyde dehydrogenase); Potency, µM (top dose mostly 57.1 µM), for the others: at the highest dose activity change, negative = inhibition, usual class: inhibitors; hit rate 1.6% among 230,000; AID 2147; active = well fitted inhibition curve with a large enough effect, not every such curve was filed as active; inconclusive = small, poorly fitted or top-dose-only effect, or another doubt; inactive = no such curve, though single readings can be large or run the other way;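 note: 0% = wells with enzyme and -100% = buffer wells without enzyme; nearly all actives have a fitted effect of over 50% in size; many of its hits are not listed in these tables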
Target sequence (B2RXH2 1-337 limits assumed): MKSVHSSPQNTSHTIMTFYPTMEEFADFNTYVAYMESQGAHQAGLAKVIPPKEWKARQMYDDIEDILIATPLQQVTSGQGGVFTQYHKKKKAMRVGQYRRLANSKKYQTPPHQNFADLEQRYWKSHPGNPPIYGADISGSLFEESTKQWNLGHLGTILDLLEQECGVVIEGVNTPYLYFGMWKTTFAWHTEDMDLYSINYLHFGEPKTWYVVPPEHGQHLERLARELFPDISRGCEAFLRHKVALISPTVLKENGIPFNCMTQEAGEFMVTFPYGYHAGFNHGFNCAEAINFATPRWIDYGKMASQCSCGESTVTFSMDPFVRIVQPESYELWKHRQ
ALDH1A1 inh: blocks purified human ALDH1A1 activity; Potency, µM (doses to about 75.3 µM), for the others: top-dose activity, negative = inhibition, actives largely listed as inhibitors; AID 1030; Purified ALDH1A1, NADH fluorescence, propionaldehyde substrate; hit rate 7.3% among 220,000; P00352; active = well fitted inhibition curve with a large enough effect, not every such curve was filed as active; inconclusive = small, poorly fitted or top-dose-only effect, or another doubt; inactive = no such curve, though single readings can be large or run the other way;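 note: plate controls were no enzyme wells and a reference inhibitor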
Target sequence (P00352 whole entry, looked up): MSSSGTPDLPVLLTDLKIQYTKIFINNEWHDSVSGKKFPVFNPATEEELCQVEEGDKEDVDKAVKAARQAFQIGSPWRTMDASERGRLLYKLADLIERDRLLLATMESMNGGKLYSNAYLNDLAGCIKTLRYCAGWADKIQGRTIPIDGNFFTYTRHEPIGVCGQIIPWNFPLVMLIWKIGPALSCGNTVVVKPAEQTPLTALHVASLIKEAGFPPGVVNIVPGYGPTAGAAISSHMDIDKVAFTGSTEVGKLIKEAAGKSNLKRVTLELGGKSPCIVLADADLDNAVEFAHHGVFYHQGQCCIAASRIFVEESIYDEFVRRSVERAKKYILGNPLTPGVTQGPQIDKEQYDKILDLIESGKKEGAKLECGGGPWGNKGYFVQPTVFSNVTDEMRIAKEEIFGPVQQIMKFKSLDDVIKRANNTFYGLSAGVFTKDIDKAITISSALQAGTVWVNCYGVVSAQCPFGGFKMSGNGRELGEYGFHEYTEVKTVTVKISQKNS
RECQ1 inh: RECQ1 (human) helicase inhibition; AID 2549; P46063; Potency, µM (doses to about 57.3 µM), for inactives: top-dose activity, negative = inhibition, hits mostly inhibitors; RECQ1 DNA unwinding, red fluorescence kinetic read; hit rate 0.54% among 240,000;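 note: plate controls were vehicle for no effect and no enzyme for full effect; nearly all actives have a fitted effect of over 30% in size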
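RECQ1T1 50 nM; forked duplex (20 bp + 30-nt ss tails) 200 nM, ATP 2 mM final; pH 8.0, 2 mM MgCl2, 2.5 ug/ml poly(dI-dC); 15 min compound preincubation; discontinuous kinetic read over 2 h at RT.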
LMNA splice mod: changes lamin A minigene splicing in HeLa cells; hit rate 0.01% among 200,000; AID 1487; HeLa LMNA splicing GFP/RFP minigene ratio, 48 h; Potency, µM (series often up to 46.1 µM), for inactives: at the highest dose ratio change, negative = inhibition, usual class: inhibitors; active = well fitted inhibition curve with a large enough effect in the signal ratio, with a control signal flat, not every such curve was filed as active; inconclusive = small, poorly fitted or top-dose-only effect, or effect the other way, or a change in a side signal; the % refers to the signal ratio; note: % is set by controls: 0 for no effect and ±100 for the full control effect
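Read-out is the ratio of GFP to DsRed2 object intensity, acquired by 488 nm laser-scanning cytometry on HeLa lamin A-EGFP minigene reporter cells. Compound incubation 48 hrs at 37 °C in Opti-MEM with 2% FBS; DMSO 0.5% final.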
Numbers without * were called inactive; [ ] = another dose, or the depositor's remark. Unless noted, calls come from the whole dose curve; as a rule, active = well fitted curve in the direction sought with a large enough effect; inconclusive = small, poorly fitted or top-dose-only effect, or another doubt; inactive = no such curve, though single readings can be large; an effect the other way counts as inactive or inconclusive. Potency is the fitted concentration of half-maximal effect. A portion of the library, so the mix of outcomes need not match the whole.

Results for CCCCN(CC)Cc1ccc(CNC(=S)Nc2c(C)cc(C)cc2C)o1 ?
SMN2 splice up: -8.0%; TexasRed fluor: 2.1%; TRb SRC2 PPI: -6.5%; GoLoco inh red: 15.8%; KDM4E inh: -11.0%; ALDH1A1 inh: -6.8%; RECQ1 inh: -4.1%

How did COc1ccc(CCNc2nc3ccccc3n3nnnc23)cc1OC do in these assays?
SMN2 splice up: 16.4%; TexasRed fluor: -1.1%; TRb SRC2 PPI: -4.4%; GoLoco inh red: 23.1%; KDM4E inh: -8.1%; ALDH1A1 inh: 7.8%; RECQ1 inh: -11.7%; LMNA splice mod: -3.4%

Results for CCc1cc2cc3c(cc2nc1SCC(=O)Nc1nnc(C)s1)OCCO3 ?
SMN2 splice up: 4.6%; TexasRed fluor: -8.7%; TRb SRC2 PPI: -2.1%; GoLoco inh red: -2.3%; KDM4E inh: -3.6%; ALDH1A1 inh: 6.7%; RECQ1 inh: -18.6%; LMNA splice mod: -0.7%

Results for CCC(c1nnnn1Cc1ccco1)N(CCc1ccccc1)Cc1cc2ccc(OC)cc2[nH]c1=O (stereo not drawn) ?
SMN2 splice up: -5.3%; TexasRed fluor: 0.9%; TRb SRC2 PPI: 6.6%; GoLoco inh red: 4.9%; KDM4E inh: inconclusive; ALDH1A1 inh: 10µM*; RECQ1 inh: -7.7%; LMNA splice mod: inconclusive

How did COC(=O)CSc1nnc(CSc2nc(C)cc(C)n2)n1Cc1ccco1 do in these assays?
SMN2 splice up: -12.0%; TexasRed fluor: 0.9%; TRb SRC2 PPI: -7.3%; GoLoco inh red: -2.0%; KDM4E inh: 2.5%; ALDH1A1 inh: -12.0%; RECQ1 inh: -2.4%; LMNA splice mod: -9.9%

Results for Cc1ccc(C(=O)NNC(=O)CCN2C(=O)C3CCCCC3C2=O)cc1 (stereo not drawn) ?
SMN2 splice up: -2.9%[1.84 µM]; TexasRed fluor: 0.2%; TRb SRC2 PPI: 5.4%; GoLoco inh red: -4.4%; KDM4E inh: 1.5%; ALDH1A1 inh: 1.1%; RECQ1 inh: -2.9%; LMNA splice mod: -0.7%

What do the screens show for `COc1cc2cc(CN(Cc3cccs3)C(=S)Nc3cccc(C)c3)c(=O)[nH]c2cc1OC`?
SMN2 splice up: -10.3%; TexasRed fluor: 1.1%; TRb SRC2 PPI: -2.0%; GoLoco inh red: 0.3%; KDM4E inh: inconclusive; ALDH1A1 inh: inconclusive; RECQ1 inh: inconclusive; LMNA splice mod: -7.6%

How did COC(=O)C1=C(C)NC(C)=C(C(=O)OC)C1c1ccc(N(C)C)cc1 do in these assays?
TexasRed fluor: -0.4%; TRb SRC2 PPI: -2.8%; GoLoco inh red: -23.4%; KDM4E inh: 1.2%; ALDH1A1 inh: -2.0%; RECQ1 inh: inactive; LMNA splice mod: 5.9%

What do the screens show for `O=C(/C=C/c1ccccc1)N1CCN(CC(O)COc2ccccc2)CC1` (stereo not drawn)?
SMN2 splice up: -6.3%; TexasRed fluor: -3.1%; TRb SRC2 PPI: -12.3%; GoLoco inh red: -5.6%; KDM4E inh: 2.4%; ALDH1A1 inh: -2.7%; RECQ1 inh: -0.1%; LMNA splice mod: -12.9%

Results for COc1cccc(/C=c2/s/c(=C(\C#N)C(=O)N3CCOCC3)n(-c3ccccc3)c2=O)c1 ?
SMN2 splice up: -12.8%; TexasRed fluor: 0.5%; TRb SRC2 PPI: 2.5%; GoLoco inh red: -1.9%; KDM4E inh: 5.2%; ALDH1A1 inh: inconclusive; RECQ1 inh: -5.5%; LMNA splice mod: -7.9%

What do the screens show for `COc1cc(C(=O)NCC(=O)N/N=C(C)\C=C\c2ccccc2)cc(OC)c1OC`?
SMN2 splice up: 6.1%; TexasRed fluor: -1.1%; TRb SRC2 PPI: 10.0%; GoLoco inh red: 8.1%; KDM4E inh: -6.7%; ALDH1A1 inh: -13.2%; RECQ1 inh: -1.8%

How did CN1CCN(S(=O)(=O)c2ccc(Oc3ccc(F)c(Cl)c3)nc2)CC1 do in these assays?
SMN2 splice up: -2.4%; TexasRed fluor: -0.9%; TRb SRC2 PPI: 1.9%; GoLoco inh red: 2.8%; KDM4E inh: 18.9%; ALDH1A1 inh: 15.4%; RECQ1 inh: inactive

How did CC1(C)CC(=O)C(C=NCCCN2CCOCC2)=C(O)C1 do in these assays?
SMN2 splice up: 11.9%; TexasRed fluor: -4.8%; TRb SRC2 PPI: -8.9%; GoLoco inh red: 2.2%; KDM4E inh: -17.0%; ALDH1A1 inh: -14.6%; RECQ1 inh: 11.0%; LMNA splice mod: -1.2%

How did CCN1CCN(C(c2cc3cc4c(cc3[nH]c2=O)OCO4)c2nnnn2C(C)(C)CC)CC1 (stereo not drawn) do in these assays?
SMN2 splice up: -7.5%; TexasRed fluor: -2.2%; TRb SRC2 PPI: -16.9%; GoLoco inh red: 7.6%; KDM4E inh: inconclusive; ALDH1A1 inh: inconclusive; RECQ1 inh: inactive; LMNA splice mod: 1.9%

How did c1ccc(-n2ncc3c2ncn2c(C4CCCCC4)nnc32)cc1 do in these assays?
SMN2 splice up: 1.1%; TexasRed fluor: -1.6%; TRb SRC2 PPI: -6.6%; GoLoco inh red: 4.3%; KDM4E inh: 10.1%; ALDH1A1 inh: 0.3%; RECQ1 inh: 1.4%; LMNA splice mod: -3.7%

What do the screens show for `O=C1Nc2ccccc2C(O)(C(=O)NCc2ccc3c(c2)OCO3)N1c1ccccc1` (stereo not drawn)?
SMN2 splice up: 17.0%; TexasRed fluor: 2.3%; TRb SRC2 PPI: -15.5%; GoLoco inh red: -3.1%; KDM4E inh: -0.6%; ALDH1A1 inh: inconclusive; RECQ1 inh: -10.1%; LMNA splice mod: -7.5%

What do the screens show for `CCCCN(CCCC)C(=O)C1(P(=O)(c2ccccc2)c2ccccc2)CCC1`?
TexasRed fluor: -1.4%; TRb SRC2 PPI: -2.3%; GoLoco inh red: -6.9%; KDM4E inh: -0.9%; RECQ1 inh: 6.7%

What do the screens show for `O=C(Nc1ccc(O)cc1)c1ccccc1O`?
TexasRed fluor: -2.9%; TRb SRC2 PPI: 2.3%; GoLoco inh red: 0.3%; LMNA splice mod: inconclusive

What do the screens show for `COc1ccc(CC(C#N)(CO)c2nc3ccccc3[nH]2)cc1` (stereo not drawn)?
SMN2 splice up: 13.5%; TexasRed fluor: -2.5%; TRb SRC2 PPI: 0.4%; GoLoco inh red: 10.9%; KDM4E inh: 2.9%; ALDH1A1 inh: -9.3%; RECQ1 inh: -4.3%; LMNA splice mod: -14.3%

What do the screens show for `COc1ccc(NC(=O)CCCC2CCCCC2)cc1S(=O)(=O)N1CCCCC1`?
SMN2 splice up: -45.7%[inhibitor]; TexasRed fluor: 2.3%; TRb SRC2 PPI: 2.7%; GoLoco inh red: 1.2%; KDM4E inh: 6.1%; ALDH1A1 inh: inconclusive; RECQ1 inh: -9.7%; LMNA splice mod: inconclusive

Results for Cc1cnc(NC(=O)COc2ccccc2)s1 ?
SMN2 splice up: 11.2µM*; TexasRed fluor: -2.7%; TRb SRC2 PPI: -3.7%; GoLoco inh red: -1.5%; KDM4E inh: 0.9%; ALDH1A1 inh: 1.8%; RECQ1 inh: -4.0%; LMNA splice mod: -2.5%

What do the screens show for `CCOC(=O)/C(C#N)=C\C1=C(N2CCCC2)CC(C)(CC)OC1` (stereo not drawn)?
SMN2 splice up: 12.7%; TexasRed fluor: 0.4%; TRb SRC2 PPI: -1.5%; GoLoco inh red: 1.3%; KDM4E inh: -18.6%; ALDH1A1 inh: inconclusive; RECQ1 inh: -8.4%; LMNA splice mod: -6.1%

What do the screens show for `CC(=O)c1ccc(OC2C=CC(C#Cc3ccc(Br)cc3)OC2CO)cc1` (stereo not drawn)?
TexasRed fluor: 0.8%[11.2 µM]; TRb SRC2 PPI: 7.8%[11.2 µM]; ALDH1A1 inh: inconclusive; RECQ1 inh: -1.1%[11.5 µM]

Results for COc1cc(C(=O)NC2=NCCS2)cc(OC)c1OC ?
SMN2 splice up: inconclusive; TexasRed fluor: -1.5%; TRb SRC2 PPI: 0.2%; GoLoco inh red: 9.6%; KDM4E inh: -1.9%; ALDH1A1 inh: -0.5%; RECQ1 inh: -2.2%; LMNA splice mod: -18.2%

How did O=C(C[n+]1cc(-c2ccc(F)cc2)n2c1CCC2)c1cccs1 do in these assays?
TexasRed fluor: -0.8%; TRb SRC2 PPI: -1.1%; GoLoco inh red: 7.9%; KDM4E inh: -3.4%; RECQ1 inh: -7.3%

How did Cn1c(NC(=O)c2cccs2)cc(=O)n(C)c1=O do in these assays?
SMN2 splice up: -15.6%; TexasRed fluor: 2.2%; TRb SRC2 PPI: 5.2%; GoLoco inh red: 4.3%; KDM4E inh: -25.7%; ALDH1A1 inh: -4.2%; RECQ1 inh: -1.0%; LMNA splice mod: -1.0%

How did CCCC(C)C(=O)OCC(=O)NCc1ccc(OC)c(OC)c1 (stereo not drawn) do in these assays?
SMN2 splice up: 14.5%; TexasRed fluor: 0.0%; TRb SRC2 PPI: 9.0%; GoLoco inh red: -1.4%; KDM4E inh: -7.0%; ALDH1A1 inh: -0.5%; RECQ1 inh: 0.0%; LMNA splice mod: -7.5%[46 µM]

What do the screens show for `O=C(Nc1ccccc1)OCCNC(=O)c1ccccc1`?
SMN2 splice up: 2.6%; TexasRed fluor: 1.0%; TRb SRC2 PPI: -25.0%; GoLoco inh red: -3.5%; KDM4E inh: 1.2%; ALDH1A1 inh: -9.1%; RECQ1 inh: -13.5%; LMNA splice mod: 0.6%
